Screening data from PubChem.
hERG WT inh: inhibitors of human wildtype KCNH2 potassium channel | U2OS, BacMam KCNH2, thallium flux FluxOr; hits give low values | activity change, % at 1.84 µM | 340,000 tested, 0.37% active | AID 720551;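 active = maximum activity change below -70%; inconclusive = maximum activity change between -70% and -50%; inactive = maximum activity change above -50%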
Target sequence (Q12809 whole entry, looked up): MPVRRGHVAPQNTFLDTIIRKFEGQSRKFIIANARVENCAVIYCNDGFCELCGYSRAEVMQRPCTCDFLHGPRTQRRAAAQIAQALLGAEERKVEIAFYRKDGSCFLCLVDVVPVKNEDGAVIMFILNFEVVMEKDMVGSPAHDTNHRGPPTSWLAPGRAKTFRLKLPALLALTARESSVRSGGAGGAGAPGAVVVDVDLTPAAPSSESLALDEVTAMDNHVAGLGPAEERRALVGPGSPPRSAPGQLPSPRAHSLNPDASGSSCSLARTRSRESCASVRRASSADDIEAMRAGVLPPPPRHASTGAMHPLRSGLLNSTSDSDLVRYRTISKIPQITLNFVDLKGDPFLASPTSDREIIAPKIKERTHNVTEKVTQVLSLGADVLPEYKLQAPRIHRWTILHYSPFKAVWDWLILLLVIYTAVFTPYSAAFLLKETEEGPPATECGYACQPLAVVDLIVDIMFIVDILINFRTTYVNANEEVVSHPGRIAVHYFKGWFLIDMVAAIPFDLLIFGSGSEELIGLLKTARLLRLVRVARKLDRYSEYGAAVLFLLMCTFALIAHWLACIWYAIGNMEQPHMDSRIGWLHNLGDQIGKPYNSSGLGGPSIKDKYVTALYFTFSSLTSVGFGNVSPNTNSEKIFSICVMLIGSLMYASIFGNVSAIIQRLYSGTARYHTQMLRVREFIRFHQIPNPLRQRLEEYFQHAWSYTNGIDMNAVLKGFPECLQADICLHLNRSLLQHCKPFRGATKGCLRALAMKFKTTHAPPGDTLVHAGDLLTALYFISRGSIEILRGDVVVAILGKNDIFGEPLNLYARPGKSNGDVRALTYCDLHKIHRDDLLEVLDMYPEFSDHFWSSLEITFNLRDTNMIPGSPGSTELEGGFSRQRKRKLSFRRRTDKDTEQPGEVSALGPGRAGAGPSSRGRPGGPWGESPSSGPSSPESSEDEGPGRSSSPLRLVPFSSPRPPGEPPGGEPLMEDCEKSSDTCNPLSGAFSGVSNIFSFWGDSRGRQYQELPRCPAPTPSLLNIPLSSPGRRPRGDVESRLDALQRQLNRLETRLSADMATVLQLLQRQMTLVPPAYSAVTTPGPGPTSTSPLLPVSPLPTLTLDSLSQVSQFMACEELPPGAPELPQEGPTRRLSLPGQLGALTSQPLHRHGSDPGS
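U2OS cells were transduced with wild-type KCNH2 virus (2.03 x 10^8 / mL) for 4 h at room temperature, then cultured overnight at 37 C. Thallium flux was read with FluxOr dye. Rate constants were normalized to DMSO controls.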
KCNH2 3.1 inh: inhibitors of human KCNH2 3.1 potassium channel isoform. U2OS KCNH2 3.1, thallium flux FluxOr; hits give low values. activity change, % (tested at about 1.8 µM). 340,000 tested, 0.95% active. AID 720553;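 active = maximum activity change below -70%; inconclusive = maximum activity change from -70% to -50%; inactive = maximum activity change above -50%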;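 note: thallium influx rate constant from kinetic fluorescence after stimulation buffer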
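Channel expression came from 3.1 mutant virus (1.77 x 10^8 /mL) applied to suspended U2OS cells for 4 h. Flux was tracked with FluxOr dye plus Red40 quencher, and kinetic rate constants normalized to controls.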
Numbers without * were called inactive; ? = inconclusive. % is set by controls: 0 for no effect and ±100 for the full control effect.

SMILES	hERG WT inh	KCNH2 3.1 inh
COc1ccc(C2CC(c3cccs3)=NN2C(=O)CCCC(=O)O)cc1OC (centres undefined)	0.9	11.4
C[C@@H]1CN([C@H](C)CO)S(=O)(=O)c2ccc(Br)cc2O[C@H]1CN(C)C(=O)Nc1ccccc1	-3.2	9.8
O=C(COC(=O)c1c(F)cccc1F)NC(=O)NCc1ccccc1	2.8	3.2
O=C(c1cc(C2CC2)nn1-c1ccccc1)N1CCN(S(=O)(=O)c2ccccc2F)CC1	-8.5	-4.1
Cc1ccc(S(=O)(=O)N2C[C@H]3[C@H]4C(=O)N(c5ccccc5)C(=O)[C@H]4C[C@H](OC(=O)NCc4ccco4)[C@@]3(O)C2)cc1	3.8	6.1
Cc1cccc(OCCC(=O)OCC(=O)N2c3ccccc3NC(=O)C2(C)C)c1	-4.4	?
Cc1noc(C)c1NC(=O)N(C)C[C@@H]1OCc2cn(nn2)CCCC(=O)N([C@H](C)CO)C[C@H]1C	-3.7	4.0
CCOC(=O)N1Cc2cc3ccccc3nc2C1	0.8	-7.3
C[C@H]1CN([C@@H](C)CO)C(=O)CCCn2cc(nn2)CO[C@@H]1CN(C)C(=O)Nc1ccc(C(C)(C)C)cc1	-8.8	-31.5
COc1ccccc1-c1ccc([C@@H]2C[C@H]3[C@H](CON3C)CN2C(=O)c2ccc(-c3ccccc3)cc2)cc1	-4.6	-1.0
Cn1cnc2ncnn2c1=S	-14.2	-2.9
CC(=NNC(=S)N1CC2CCC(CC2)C1)c1ccccn1	-4.2	1.7
COc1ccc(Br)c(C(=O)OCC(=O)Nc2cc(C)on2)c1	-6.9	12.0
CN(C(=O)COC(=O)c1c[nH]c2ccccc12)c1ccccc1	-1.1	5.3
CCCCCC(=O)N1C[C@H](O)[C@@H](n2cc(-c3ccc(F)cc3)nn2)C[C@@H]1c1ccc(Cl)cc1	-0.7	-24.5
CCC/C=C/c1ccc(CN2C(CC(C)C)C(=O)N(Cc3cn(CC4CCCCC4)nn3)CCS2(=O)=O)cc1 (centres undefined)	-4.6	1.0
COC(=O)c1cccc(NC(=O)c2ccc(S(=O)(=O)N(C)c3ccccc3OC)cc2)c1	-10.3	-3.0
Cc1ccc(S(=O)(=O)N2C[C@@H](C)[C@]3(C2)[C@H](O)[C@H](OC(=O)NC2CCCC2)C[C@H]2C(=O)N(c4ccccc4)C(=O)[C@H]23)cc1	-8.5	10.8
Cc1c(N=O)c(-c2ccccc2)n(O)[n+]1[O-]	-4.8	-17.0
CS(=O)(=O)Nc1ccc2c(c1)[C@H]1C[C@H](CC(=O)NCc3ccccc3)O[C@H](CO)[C@H]1O2	-5.1	2.4
NC(=S)NN=Cc1cc(-c2cccc(N)c2)ccn1	-3.5	9.0
O=c1[nH]cc(S(=O)(=O)N2CCN(c3ccccc3F)CC2)c(=O)[nH]1	?	10.4
C[C@@H]1CN([C@H](C)CO)C(=O)CCCn2nncc2CO[C@H]1CN(C)C(=O)C1CC1	-8.0	-14.8
O=C(OCc1ccccc1)N1CCC2CC1c1cc(N3CCN(S(=O)(=O)c4cc(Cl)cc(Cl)c4)CC3)ccc12 (centres undefined)	3.4	11.8

A run of entries from further up, as a working copy:
SMILES	hERG WT inh	KCNH2 3.1 inh
NC(=S)NN=Cc1cc(-c2cccc(N)c2)ccn1	-3.5	9.0
O=c1[nH]cc(S(=O)(=O)N2CCN(c3ccccc3F)CC2)c(=O)[nH]1	?	10.4
C[C@@H]1CN([C@H](C)CO)C(=O)CCCn2nncc2CO[C@H]1CN(C)C(=O)C1CC1	-8.0	-14.8
O=C(OCc1ccccc1)N1CCC2CC1c1cc(N3CCN(S(=O)(=O)c4cc(Cl)cc(Cl)c4)CC3)ccc12 (centres undefined)	3.4	11.8

Remaining list, next part:
SMILES	hERG WT inh	KCNH2 3.1 inh
CCCCCCn1c(=O)n2n(c1=O)C[C@]1(OC(=O)NCc3ccccc3F)CN(S(=O)(=O)c3ccc(C)cc3)C[C@]1(O)C2	-4.3	11.2
O=C(CCNC(=O)c1ccc([N+](=O)[O-])cc1)Nc1cc(C(F)(F)F)ccc1N1CCOCC1	57.7	6.1
Cc1cn([C@H]2C[C@H](O)[C@@H](CCC(=O)NCc3ccc(N(C)C)cc3)O2)c(=O)[nH]c1=O	4.0	-7.9
C[C@H]1CN([C@@H](C)CO)S(=O)(=O)c2ccc(Br)cc2O[C@H]1CN(C)C(=O)NC1CCCCC1	7.2	-11.0
Cc1ccc(S(=O)(=O)N2CCOCC2)cc1NC(=O)COC(=O)COc1ccc(C#N)cc1	-1.6	18.3
O=C(c1ccc2c(c1)CCC2)N1CCN(Cc2c(F)cccc2Cl)CC1	-2.8	-0.8
COc1ccc(-c2nc(S(=O)(=O)c3ccccc3)c(N3CCCC3)o2)cc1	-10.0	-1.4
CC1CCCC(NC(=O)CCCCCn2c(=S)[nH]c3ccsc3c2=O)C1C (centres undefined)	-2.9	?
CSc1ncnc2c1ncn2CCCNC1CCN(Cc2ccccc2)CC1	36.8	6.9
C[C@H]1CN([C@@H](C)CO)C(=O)c2cc(Br)cnc2O[C@H]1CN(C)Cc1ccccc1C(=O)O	-6.7	-0.6
C[C@@H]1CCCCO[C@@H](CN(C)S(=O)(=O)c2cn(C)cn2)[C@@H](C)CN([C@H](C)CO)C(=O)c2cc(N(C)C)ccc2O1	-0.4	7.4
COc1ccc(NC(=O)C[C@H]2C(=O)N(Cc3ccccc3)C[C@@H]2CSC)cc1	0.2	-4.3
CC(=O)Nc1nn(CC(C)C)c2nc3ccc(C)cc3cc12	-2.1	1.0
O=Cc1ccc2c(c1)OCCOCCOCCOCCO2	-6.3	8.0
O=C(NCc1ccc(F)cc1)c1cc(-c2ccccn2)nc2ccc(S(=O)(=O)N3CCOCC3)cc12	16.2	7.3
CCn1c(SCC(=O)NCCc2ccc(OC)c(OC)c2)nc2c([nH]c3ccccc32)c1=O	6.0	5.8
Cc1ccc([C@H]2N[C@]3(CCCN(Cc4ccccc4)C3=O)[C@H]3C(=O)N(C)C(=O)[C@@H]23)cc1	2.0	-4.2
Cc1ccc(S(=O)(=O)N(CCc2ccccc2)c2ccc3c(c2)C2CC3CCN2C(=O)OCc2ccccc2)cc1 (centres undefined)	-0.1	-2.5
O=S(=O)(Nc1cccc(S(=O)(=O)N2CCCC2)c1)c1ccc(Br)cc1	-3.8	25.1
CSc1ccc(NC(=O)NN(c2ccccc2)C2CCS(=O)(=O)C2)cc1 (centres undefined)	-4.4	-13.1
COc1ccccc1S(=O)(=O)N(C)C[C@H]1Oc2cc(Br)ccc2S(=O)(=O)N([C@@H](C)CO)C[C@H]1C	-15.8	-1.5
CCCC(=O)Nc1ccc2c(c1)nc(CCN1CCC(C)CC1)n2C	-5.5	0.4
Cc1ccc(S(=O)(=O)N2CC3(O)CN(C(=O)OC(C)C)N(C(=O)OC(C)C)CC3(OC(=O)NC3CCCC3)C2)cc1 (centres undefined)	3.8	-3.3
COc1ccc2nc3n(c(=O)c2c1)-c1cc2ccccc2cc1C(=O)NC3Cc1ccc(O)cc1 (centres undefined)	2.0	-14.9
CCOc1ccc(N2CC(C(=O)Nc3cccc(S(=O)(=O)N4CCOCC4)c3)CC2=O)cc1 (centres undefined)	1.3	4.1
Cc1cc(OCC(=O)OCC(=O)N2CCCCC2)ccc1Cl	-1.0	22.2
COc1ccc(S(=O)(=O)N(C)C[C@@H]2OCc3cnnn3CCCC(=O)N([C@H](C)CO)C[C@H]2C)cc1	-13.4	-18.8
COc1ccc(-n2nnnc2CNC(=O)c2c(-c3ccccc3Cl)noc2C)cc1	-1.6	-25.1
O=C(OCc1cn([C@H]2CN(CC3CCCCC3)[C@@H](c3ccc(Cl)cc3)C[C@@H]2O)nn1)c1ccccc1	-32.2	-24.8
CC(C(=O)N1CCCCC1)N(C)CC(=O)Nc1ccc(F)c(F)c1F (centres undefined)	2.0	7.8
COC(=O)c1ccc(CNC(=O)c2ccccc2C(=O)NCC2(CBr)OCCO2)cc1	-2.8	6.9
C[C@H](CO)N1C[C@H](C)[C@H](CN(C)Cc2cccc(C(F)(F)F)c2)OCc2ccccc2-c2c(n(C)c3ccccc23)C1=O	1.9	1.1
Cc1ccc(-n2nnnc2CNC(=O)C(=O)c2c[nH]c3ccccc23)cc1C	-5.9	-5.1
CC1=CC(C)C(=O)N(C)C(C)=C1 (centres undefined)	-2.9	-10.8
NC(=O)CSc1nnc(-c2ccco2)n1-c1ccc(F)cc1	2.3	8.8
COc1ccc(NC(=O)N(C)[C@H]2C[C@H]3c4[nH]c5ccc(-c6ccc(OC)cc6)cc5c4CCN3C(=O)[C@H]2[C@H](C)O)cc1	1.6	-10.4
CCN1C(=O)[C@H]2[C@@H](c3ccc(C(F)(F)F)cc3)N[C@]3(CCCN(Cc4ccc(F)cc4)C3=O)[C@H]2C1=O	-1.6	-1.8
CN(Cc1cccc(F)c1)C(=O)C1CC(=O)N(Cc2ccco2)C1 (centres undefined)	10.9	1.1
COc1cccc(C#Cc2ccc3c(c2)O[C@@H](CN(C)C(=O)c2ccccn2)[C@@H](C)CN([C@H](C)CO)S3(=O)=O)c1	8.6	7.6
C[C@@H]1CN([C@H](C)CO)C(=O)CCCn2nncc2CO[C@@H]1CN(C)C(=O)C1CC1	-16.2	8.5
COc1ccc(OCCn2c(C)nc3ccccc32)cc1	-1.1	0.7
COc1ccc(C(C#N)=Cc2ccccc2OC)cc1	5.9	-5.8
CC(CC(=O)c1ccccc1)=NCC(O)CN=C(C)CC(=O)c1ccccc1 (centres undefined)	2.2	3.5
Cc1nc(N/N=C/c2cccc([N+](=O)[O-])c2)cc(N2CCCCC2)n1	17.0	-19.0
COCOCCn1cc(CN2CCS(=O)(=O)N(Cc3ccc(-c4ccc(OC)nc4)cc3)C(C)C2=O)nn1 (centres undefined)	6.6	25.7
Cc1ccc([C@@H]2C[C@H]3[C@@H](CN2S(=O)(=O)c2ccc(Cl)cc2)C(=O)C[C@@H](c2cccc4ccccc24)N3S(=O)(=O)c2ccc(C)cc2)cc1	1.1	-8.5
C[C@@H]1CN([C@H](C)CO)C(=O)CCCn2nncc2CO[C@@H]1CN(C)S(=O)(=O)c1cccs1	2.0	7.1
COc1ccc(Cl)cc1NC(=O)NNC(=O)C(=O)Nc1ccc(F)cc1	6.1	2.3

Pulled one by one from the list above, 6 records:
SMILES	hERG WT inh	KCNH2 3.1 inh
COc1ccc(OCCn2c(C)nc3ccccc32)cc1	-1.1	0.7
COCOCCn1cc(CN2CCS(=O)(=O)N(Cc3ccc(-c4ccc(OC)nc4)cc3)C(C)C2=O)nn1 (centres undefined)	6.6	25.7
COc1ccc(Cl)cc1NC(=O)NNC(=O)C(=O)Nc1ccc(F)cc1	6.1	2.3
C[C@@H]1CN([C@H](C)CO)C(=O)CCCn2nncc2CO[C@@H]1CN(C)C(=O)C1CC1	-16.2	8.5
Cc1nc(N/N=C/c2cccc([N+](=O)[O-])c2)cc(N2CCCCC2)n1	17.0	-19.0
Cc1ccc([C@@H]2C[C@H]3[C@@H](CN2S(=O)(=O)c2ccc(Cl)cc2)C(=O)C[C@@H](c2cccc4ccccc24)N3S(=O)(=O)c2ccc(C)cc2)cc1	1.1	-8.5

The listing continues.
SMILES	hERG WT inh	KCNH2 3.1 inh
COc1ncnc2c1ncn2CCCNCc1ccccc1	17.1	0.9
CCCc1c(C(=O)N/N=C/c2ccc3c(c2)OCO3)nnn1-c1nonc1N	4.9	-9.9
CN(C(=O)c1ccccc1)C(=O)c1ccccc1	-1.8	3.7
O=C(C[C@H]1C(=O)N(CCc2ccccc2)C[C@@H]1c1ccccc1)Nc1ccccc1	2.7	3.2
CCOC(=O)N1CCC2(CC1)NC(=O)c1ccccc1N2	-10.5	9.1
COc1cccc(-c2ccc(NC(=O)C3CCCN(Cc4ccccn4)C3)cc2)c1 (centres undefined)	13.0	6.8
COc1ccc(C(=O)C=Cc2ccc(OCc3ccccc3)c(OC)c2)cc1OC	-11.4	-71.6*
CC1CCCC(NC(=O)CCN2C(=O)COc3ccccc32)C1C (centres undefined)	-5.3	1.7

These rows are one share of the data; rates above refer to the full screens.
